# High-throughput results: PubChem BioAssay, Sanford-Burnham Center for Chemical Genomics
# NadD inh = inhibitors of Staphylococcus aureus NadD | purified NadD enzyme, colorimetric absorbance read-out | hit rate 0.78% among 360,000 | AID 602399 | inhibition, % at 20 µM; in the data active = inhibition above about 26%; also: some compounds past the cut are filed as inactive
# SUMO1-SIM PPI = alters human SUMO1 binding to SIM partners; hit rate 0.33% among 360,000; SUMO1 binding to a labelled peptide, TR-FRET, 1 h; AID 602429; inhibition, % at 20 µM; in the data active = inhibition above about 37%
# DNMT1 inh = DNMT1 (human) enzyme inhibition | AID 588458 | inhibition (reported as % activation of signal), % at 10 µM | P26358 | hit rate 0.83% among 360,000 | DNMT1 molecular beacon, Hinp1I cleavage, fluorescence; in the data active = inhibition above about 50%
# Target sequence (P26358 504-1616 limits assumed): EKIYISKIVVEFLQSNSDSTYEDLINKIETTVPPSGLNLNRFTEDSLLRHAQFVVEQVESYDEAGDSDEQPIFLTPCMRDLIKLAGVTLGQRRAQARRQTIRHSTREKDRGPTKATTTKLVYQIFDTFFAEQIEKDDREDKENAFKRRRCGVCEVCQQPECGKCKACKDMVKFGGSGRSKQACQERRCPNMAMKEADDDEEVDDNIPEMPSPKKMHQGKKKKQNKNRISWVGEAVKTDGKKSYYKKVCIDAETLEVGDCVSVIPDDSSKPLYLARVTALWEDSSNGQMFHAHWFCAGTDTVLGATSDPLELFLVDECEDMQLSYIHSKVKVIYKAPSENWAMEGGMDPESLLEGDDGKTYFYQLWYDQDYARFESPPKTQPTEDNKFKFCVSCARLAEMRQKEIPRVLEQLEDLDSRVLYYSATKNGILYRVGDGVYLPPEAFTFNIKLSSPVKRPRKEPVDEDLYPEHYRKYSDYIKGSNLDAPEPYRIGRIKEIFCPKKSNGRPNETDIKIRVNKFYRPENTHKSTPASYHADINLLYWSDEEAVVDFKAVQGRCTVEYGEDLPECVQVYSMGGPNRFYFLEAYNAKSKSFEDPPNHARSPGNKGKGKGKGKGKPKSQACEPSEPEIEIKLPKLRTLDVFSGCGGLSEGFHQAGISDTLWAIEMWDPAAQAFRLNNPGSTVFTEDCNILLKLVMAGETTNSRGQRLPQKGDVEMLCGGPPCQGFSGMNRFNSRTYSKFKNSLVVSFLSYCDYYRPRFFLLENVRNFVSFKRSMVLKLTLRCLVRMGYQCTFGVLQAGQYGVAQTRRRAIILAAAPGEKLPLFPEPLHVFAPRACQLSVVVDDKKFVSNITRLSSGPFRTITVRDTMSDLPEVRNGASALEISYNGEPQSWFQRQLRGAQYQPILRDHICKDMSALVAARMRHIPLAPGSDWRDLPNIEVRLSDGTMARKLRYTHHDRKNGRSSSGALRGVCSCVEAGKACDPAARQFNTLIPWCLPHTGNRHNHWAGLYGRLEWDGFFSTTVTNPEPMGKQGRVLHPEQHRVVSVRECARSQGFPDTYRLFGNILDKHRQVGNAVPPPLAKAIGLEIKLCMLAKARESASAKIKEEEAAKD
# SKN-1 block = inhibitors of C. elegans SKN-1. C. elegans VP596 Pgst-4::GFP/RFP ratio, acrylamide-induced, 24 h. inhibition, % at 21.8 µM. hit rate 0.49% among 360,000;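 active = interference check ratio from 0.5 to 1.5 plus GFP to RFP signal ratio inhibition reaching or exceeding a fixed threshold, cut at about 30% in these data, passing the limit was not always enough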; also: some compounds called inactive have numbers as strong as hits
# STEP block = inhibitors of human striatal-enriched phosphatase STEP | P54829 | recombinant STEP, OMFP fluorogenic substrate, fluorescence | inhibition, % at 20 µM | hit rate 0.25% among 360,000;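 active = inhibition at 20 µM, scaled per plate between control wells, above about 37%, limit read from the data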;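 also: 0% = DMSO with enzyme and substrate and 100% = substrate only without enzyme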
#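 Assay system: isolated STEP enzyme. Buffer or medium: pH 6.0 Bis-Tris with DTT and Tween 20. Also added: fluorogenic phosphatase substrate OMFP at 25 µM final. Dosing: 20 µM, 1% DMSO. Timing: 20 min reaction, room temperature, in the dark. Measured by: fluorescence intensity, excitation 480 nm, emission 540 nm. Evaluation: normalized % inhibition.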
# LMPTP block = blocks human LMPTP phosphatase; P24666; recombinant LMPTP-A, OMFP fluorogenic substrate, fluorescence intensity; inhibition, % at 20 µM; hit rate 0.22% among 360,000; AID 651560;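 active = compounds that cut the enzyme signal by at least half of the control window in the single-dose screen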;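 also: plate controls were DMSO wells with enzyme plus substrate for no effect and substrate without enzyme for full effect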
#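 Assay system: LMPTP-A, protein tyrosine phosphatase of low molecular weight / Medium: pH 6.0 Bis-Tris buffer with DTT and Triton X-100 / Schedule: 50 min enzyme reaction at room temperature, protected from light / Measured by: endpoint fluorescence intensity from OMFP dephosphorylation / Read-out basis: % inhibition relative to no-enzyme and uninhibited control wells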
# Rpn11 block = Rpn11 (human) deubiquitinase inhibition; hit rate 0.59% among 360,000; calls only at 20 µM; O00487; human 26S proteasome, Ub4-pepOG fluorescence polarization; 20S core pre-blocked with epoxomicin;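 active = inhibition at 20 µM, scaled to each plate's controls, above about 33%, limit read from the data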
# Scp1 inh = inhibitors of human Scp-1 phosphatase | Recombinant Scp1, phosphopeptide, malachite green phosphate absorbance | inhibition, % at 20 µM | hit rate 0.88% among 340,000 | AID 493091;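 active = inhibition above about 50% at 20 µM, limit read from the data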;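 also: plate controls were DMSO wells with enzyme for no effect and wells lacking enzyme for full effect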
#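 System: truncated SCP-1 phosphatase (76-261aa); medium: Tris acetate buffer pH 5.5 with MgCl2 and Tween-20; incubation: 45 min room-temperature reaction, 5 min colour, 30 min stabiliser; compound: single 20 µM dose, 1% DMSO; reagent: Phosphorylated 17-residue peptide substrate; read-out: % inhibition at 20 µM; technique: colorimetric free-phosphate detection, absorbance 630 nm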
# CendR NRP1 mod = NRP-1/CendR interaction modulation; O14786; inhibition, % at 25 µM; AID 602438; hit rate 0.85% among 360,000; FAM-RPARPAR peptide binding to NRP-1, fluorescence polarization;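 active = inhibition or corrected inhibition above about 18%, plus a signal ratio from 0.5 to 1.5, limit read from the data, passing the limit was not always enough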; also: strong numbers were not always called active
# MT1-MMP act inh = blocks activation of human MT1-MMP; HT1080 RFP-PRO-GFP cells, GFP/RFP ratio fluorescence, overnight; percent of plate control window, DMSO zero; GFP/RFP ratio change, % at 20 µM; hit rate 0.061% among 360,000; AID 651647;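 active = GFP/RFP ratio change of at least 30% with cell ATP level not reduced by more than half and red fluorescence within 50% of control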; also: strong numbers were not always called active
#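 system = RFP-PRO-GFP reporter HT1080 cells | dosing = 20 µM single dose, 1% DMSO | timing = overnight cell settling, then overnight compound exposure, 37 °C, 5% CO2 | read-out basis = GFP/RFP fluorescence ratio | controls = DMSO and RFP-L50D-GFP cell wells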
# Starred values were filed as active, the others as inactive; i = inactive; · = no result given.
SMILES,NadD inh,SUMO1-SIM PPI,DNMT1 inh,SKN-1 block,STEP block,LMPTP block,Rpn11 block,Scp1 inh,CendR NRP1 mod,MT1-MMP act inh
O=S1(=O)CCO[C@H]2Cc3ccccc3[C@H]2N1Cc1ccccc1Br,-3,1,1,-6,3,1.2,i,-14,5,3
O=C(/C=C/c1ccc(Cl)cc1)NC(=S)Nc1ccc(C(=O)O)cc1,4,-7,2,16,92*,67*,i,96*,-16,-4
Cc1cc(C)c2nc(-c3ccccn3)cc(C(=O)NCc3ccco3)c2c1,5,-2,36,-16,-2,-0.5,i,18,-25,2
CCOc1ccc(N(CC(=O)N2CCCCCC2)S(C)(=O)=O)cc1,-2,-1,1,1,1,-0.8,i,-9,5,-2
Cc1ccc(OCC(=O)N2CCCCCC2)c(C)c1,10,0,0,11,-2,-2.9,i,-8,1,-4
Cc1ccc(C)c(S(=O)(=O)N2CCN(C(=O)c3ccccn3)CC2)c1,-3,6,-1,6,-1,-0.5,i,-1,-9,-2
O=C(COc1ccc([N+](=O)[O-])cc1)Nc1ccc2c(c1)OCO2,0,-10,-3,-3,-3,-0.1,i,3,8,3
COc1ccc(NC(=O)C(NC(C)=O)C(=O)Nc2ccc(F)cc2)cc1 (stereo not given),-6,-1,1,-14,1,-1.4,i,-14,-108,4
Cc1ccc(C(=O)NNC(=O)CCCN2C(=O)/C(=C/c3ccccc3Cl)SC2=S)cc1,9,-6,-3,3,3,1.8,i,-8,-8,1
CCN1CCN(c2ncnc3sc(C)c(-c4ccccc4)c23)CC1,-4,4,-1,4,-1,-0.8,i,-2,18,-8
CC(CN1CCN(C)CC1)OC(=O)c1cccc(F)c1 (stereo not given),-5,-2,-1,14,-2,-2.7,i,-7,-5,-2
Cc1ccc(NC(=O)c2sc3ncnc(N4CCN(c5ccccn5)CC4)c3c2C)c(C)c1,16,-46,-3,-2,1,3.8,i,0,-4,1
O=C(O)COc1ccc(NC(=O)c2ccc3c(c2)C(=O)N(CC2CCCO2)C3=O)cc1 (stereo not given),-6,-27,2,-11,-3,-1.1,i,·,-4,-2
O=C(NCCN1CCCC1)c1ccc2c(=O)n(CCc3ccccc3)c(=O)[nH]c2c1,-5,1,-4,-15,-2,-0.1,i,-2,10,-10
O=c1c2ccccc2nc2n1CCN2,5,2,-1,11,-2,-1.1,i,-5,-3,3
CCNC(=S)NCc1ccc(F)cc1,2,2,10,3,2,-0.2,i,7,-3,-4
CC(=O)N/C(=C/c1ccc2c(c1)OCO2)C(=O)NCc1ccccc1,-11,-4,8,-7,-2,-0.8,i,-2,2,-5
CSCCC(NC(=O)c1ccccc1Br)C(=O)NNC(=O)c1ccncc1 (stereo not given),1,-1,0,5,-1,-1.6,i,-4,4,-4
Cc1noc(C)c1CSCC(=O)Nc1cc(Cl)ccc1N1CCCCC1,-3,4,1,20,4,4.0,i,0,4,-12
O=C1NCCCC1C(=O)Nc1ccccn1 (stereo not given),1,0,0,0,-2,0.4,i,3,-7,-6
COc1ccccc1-n1nc(C(=O)NCc2ccco2)c2ccccc2c1=O,4,-5,3,-11,1,-1.0,i,-5,-15,0
CCC1=C(OC(=O)N(CC)CC)N2C(=O)OC(=NCC3CC3)[C@]2(Cc2ccccc2)[C@H]2C1=CC[C@H]1C(=O)N(C)C(=O)[C@H]12,3,4,-2,-3,2,0.7,i,-2,26*,-16
CCOC(=O)C1=C(C)OC(N)=C(C#N)C1c1cc(C)sc1C (stereo not given),6,-1,-7,3,2,1.1,i,1,-13,0
COc1ccc(S(=O)(=O)N(C)C[C@H]2Oc3c(NC(=O)Nc4ccc5c(c4)OCO5)cccc3C(=O)N([C@H](C)CO)C[C@@H]2C)cc1,-3,5,-5,-5,2,-0.9,i,-6,1,2
CCCc1cc(C(=O)Cc2ccc(C(=O)OCC)o2)c(O)cc1O,6,0,-22,25,-5,-1.8,i,-9,-55,-19
Cc1ccc(NC(=O)CSCC(=O)N2c3ccccc3CCc3ccccc32)cc1,-3,0,-8,6,2,2.4,i,-12,3,-5
COc1ccc(OCCCC(=O)Nc2cc(S(=O)(=O)N3CCCCC3)ccc2OC)cc1,-6,2,-5,-15,-1,0.7,i,-8,-2,2
CNC(=O)CSc1nnc(COc2ccc([N+](=O)[O-])cc2)n1C,1,-7,0,9,-1,1.5,i,2,2,1
Brc1cc(/C=N/n2cnnc2)oc1Br,0,-14,9,1,2,0.0,i,3,3,7
CCOc1ccc(NC(=O)CN(C)C(=O)CCCn2c(=O)oc3ccccc32)cc1OCC,0,3,0,8,-2,0.0,i,-1,14,-5
Cc1ccc(C2C(C(=O)c3cccs3)=C(O)C(=O)N2c2ccc(S(N)(=O)=O)cc2)cc1 (stereo not given),5,-23,1,-3,5,2.1,i,-14,3,0
O=C1CN(CC(=O)Nc2cccc(Cl)c2Cl)c2ccccc2N1,5,-6,-2,5,3,-0.9,·,9,-63,-18
CCOc1cccc(NC(=O)c2ccc(S(=O)(=O)N3CCCC3)cc2)c1,-3,6,-2,2,-3,1.1,i,-9,0,3
Cc1cc(F)ccc1S(=O)(=O)N1CCCOC1CNC(=O)C(=O)NCCc1c[nH]c2ccccc12 (stereo not given),-2,0,-16,4,3,1.4,i,-1,-2,-2
C[C@@H]1CN([C@@H](C)CO)C(=O)c2cc(NC(=O)C3CCCCC3)ccc2O[C@@H](C)CCCCO[C@@H]1CN(C)C(=O)CCCN(C)C,-10,1,6,3,2,-5.7,i,·,-5,0
O=C1OCC/C1=C\NCCCCCCCCN/C=C1\CCOC1=O,3,5,-3,4,2,2.1,i,·,-10,-5
N#Cc1c(NC(=O)C2CC(c3c(F)cccc3Cl)=NO2)sc2c1CCC2 (stereo not given),-5,0,-5,5,40,2.5,i,-14,-4,-2
Cc1ccc(N2C(=O)N(CC(=O)Nc3ccccc3C(F)(F)F)C(=O)C2C)cc1 (stereo not given),-2,1,2,3,2,-1.5,i,-8,-13,-2
O=C(NC1CCCCC1)C(c1ccncc1)N(C(=O)c1ccco1)c1ccc(F)cc1 (stereo not given),-3,6,2,6,4,0.0,i,-5,-5,2
Cc1ccccc1NC(=S)N1CCN(Cc2ccccc2)CC1,-8,-1,-1,19,-1,0.0,i,6,-2,3

# Structures from the list above that have a Cl atom (five):
SMILES,NadD inh,SUMO1-SIM PPI,DNMT1 inh,SKN-1 block,STEP block,LMPTP block,Rpn11 block,Scp1 inh,CendR NRP1 mod,MT1-MMP act inh
O=C(/C=C/c1ccc(Cl)cc1)NC(=S)Nc1ccc(C(=O)O)cc1,4,-7,2,16,92*,67*,i,96*,-16,-4
Cc1ccc(C(=O)NNC(=O)CCCN2C(=O)/C(=C/c3ccccc3Cl)SC2=S)cc1,9,-6,-3,3,3,1.8,i,-8,-8,1
Cc1noc(C)c1CSCC(=O)Nc1cc(Cl)ccc1N1CCCCC1,-3,4,1,20,4,4.0,i,0,4,-12
O=C1CN(CC(=O)Nc2cccc(Cl)c2Cl)c2ccccc2N1,5,-6,-2,5,3,-0.9,·,9,-63,-18
N#Cc1c(NC(=O)C2CC(c3c(F)cccc3Cl)=NO2)sc2c1CCC2 (stereo not given),-5,0,-5,5,40,2.5,i,-14,-4,-2

# Next compounds follow.
SMILES,NadD inh,SUMO1-SIM PPI,DNMT1 inh,SKN-1 block,STEP block,LMPTP block,Rpn11 block,Scp1 inh,CendR NRP1 mod,MT1-MMP act inh
COc1ccc(S(=O)(=O)N(C)CC(=O)Nc2ccc(C(N)=O)cc2)cc1OC,0,0,2,-3,-1,-0.8,i,2,-6,3
CCN(CC)S(=O)(=O)c1cccc(-c2nnc(SCC(=O)NC)n2N)c1,4,7,0,-1,1,-0.7,i,-4,10,6
Cc1c(C(=O)C(=O)N2CC=C(c3ccccc3)CC2)c2ccccc2n1C,-5,2,-5,6,2,1.6,i,-10,-3,-44
Cn1c(=O)c2[nH]c(CN3CCCCC3)nc2n(C)c1=O,0,3,-3,-1,3,-2.0,i,-12,9,-2
COc1ccccc1NC(=O)Nc1ccc(CC#N)cc1,4,-5,-8,12,0,-1.4,i,-15,12,1
COc1ccc(OC)c(/C=N/NC(=O)C(=O)NCc2cccnc2)c1,-2,0,2,-12,0,-1.8,i,4,8,-2
CCN(CC)c1ccc(NC(=O)c2ccccc2OCC(=O)OC)cc1,-2,0,-1,10,-1,-0.6,i,6,6,0
CCOC(=O)c1ccc[n+](C(C)C(=O)c2ccc(-c3ccccc3)cc2)c1 (stereo not given),3,-4,3,9,2,-0.5,i,9,-8,-29
COc1ccc(-c2csc(NC(=O)CCS(=O)(=O)c3ccccc3)n2)c(OC)c1,-8,0,-14,3,-1,1.5,i,1,-4,-5
COc1ccc(N(CC(=O)Nc2ccccc2C(=O)N2CCOCC2)S(=O)(=O)c2ccc(F)cc2)cc1,0,2,1,11,1,-0.7,i,-1,-11,-1
O=[N+]([O-])c1cc(C(F)(F)F)ccc1NCCc1ccncc1,-1,-41,3,8,4,0.3,i,6,-4,5
O=C(CCS(=O)(=O)c1ccccc1)Nc1nnc(-c2ccco2)o1,4,2,2,-21,1,0.1,i,-10,-17,-2
COc1cc(OC)cc(-c2cc3nc(C4CCN(C(=O)OC(C)(C)C)CC4)cc(=O)n3[nH]2)c1,12,8,12,13,3,0.8,i,-10,-2,-2
CN(C)/C=C/c1c(C#N)c(=O)ncn1Cc1ccccc1,0,1,1,-19,-5,-1.6,i,-11,-15,5
CCOC(=O)[C@]12CCCC=C1N(Cc1ccc3c(c1)OCO3)C(=O)[C@H](CC(=O)N1CCC(c3ccccc3)CC1)C2,5,6,·,0,·,6.6,·,·,12,1
C[C@H](CO)N1C[C@H](C)[C@@H](CN(C)S(C)(=O)=O)Oc2c(NC(=O)C3CCCCC3)cccc2C1=O,-2,0,0,-6,0,2.6,i,-2,5,·
COc1ccc(OCCOC(=O)CNC(=O)c2ccc(C)cc2)cc1,-4,-1,1,18,-1,-0.4,i,2,10,-2
O=C(O)c1cccc(NC(=O)c2cn(-c3ccccc3)nc2-c2ccc([N+](=O)[O-])cc2)c1,-2,-23,-4,7,28,-0.3,i,39,-8,4
CCCS(=O)(=O)c1c(S(=O)(=O)CCC)c2c(N)cccn2c1C(=O)c1ccccc1,-1,-7,-14,19,-3,0.5,i,-11,-58,-27
CCOC(=O)c1c(S(=O)(=O)NCC(=O)Nc2cccc(C)c2)c(C)n(C)c1C,5,-1,-1,9,1,-1.2,i,-3,9,0
O=C1CCCc2c1nn(-c1ccccc1)[n+]2[O-],4,16,-3,-3,-1,0.4,i,-6,3,-2
